GASC1 inh – inhibitors of GASC-1 (KDM4C) histone demethylase, primary screen, biochemical, single concentration HTS | Lysine-specific demethylase 4C (Homo sapiens), Q9H3R0 | GST-KDM4C 2-372, H3K9me3 peptide, LANCE TR-FRET | inhibition, % at 12.5 µM | 96,000 tested, 0.15% active | AID 720574, 2013;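 active means mean replicate inhibition above about 25%, with at least 55% of replicates also reaching it, limit read from the data, passing the limit was not always enough; inconclusive means only one of those two conditions met; inactive means neither condition met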
Target sequence (Q9H3R0 2-372 limits assumed): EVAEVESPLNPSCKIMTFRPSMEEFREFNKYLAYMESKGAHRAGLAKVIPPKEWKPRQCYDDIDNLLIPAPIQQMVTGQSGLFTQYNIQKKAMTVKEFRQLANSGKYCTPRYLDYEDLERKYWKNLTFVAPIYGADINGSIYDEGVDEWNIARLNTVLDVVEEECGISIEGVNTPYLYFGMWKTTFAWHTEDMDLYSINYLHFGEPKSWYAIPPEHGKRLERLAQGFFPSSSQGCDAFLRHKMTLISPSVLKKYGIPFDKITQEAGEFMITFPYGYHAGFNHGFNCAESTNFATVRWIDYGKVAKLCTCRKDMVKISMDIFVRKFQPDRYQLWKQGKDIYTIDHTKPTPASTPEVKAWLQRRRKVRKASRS
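System: N-terminal GST-fused human GASC-1 (KDM4C) fragment, residues 2-372 / Amount: 10 nM GST-KDM4C in enzyme reaction / Also added: H3K9me3 peptide with Fe(II)/2OG / Times: 30 min demethylation and 1 h detection at room temperature / Signal: LANCE TR-FRET / Read-out basis: Fall in 671/618 emission ratio as inhibition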
C diff growth – C. difficile growth inhibitors, primary screen, HTS; Clostridium difficile clinical isolate growth, OD600, 24 h; stronger effect = lower value; growth activity, negative = inhibition, % at 16 µg/mL (by protocol); 86,000 tested, 0.25% active;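 active means mean growth activity at or below -80% and every replicate also at or below -80%; inconclusive means mean at or below -80% but some replicate above -80%; inactive means mean growth activity above -80%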;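 further: 0% = DMSO wells and -100% = levofloxacin 16 µg/mL wells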
Pf Dd2 growth – P. falciparum Dd2 growth inhibitors, primary screen, SYBR Green fluorescence, single dose replicates; 72 h; stronger effect = lower value; 94,000 tested, 2.3% active; activity change, % at 10 µM; AID 1159554, 2015; in the data active means activity change below about -80%; inconclusive means no clear call, values can overlap the other calls
Tcruzi prolif – T. cruzi intracellular proliferation inhibitors, primary screen, cell-based, beta-gal Tulahuen parasites, NIH3T3 host, luminescence | T. cruzi beta-gal in NIH3T3, GalScreen luminescence, 90 h | inhibition, % at 8.34 µM | 77,000 tested, 5.9% active | AID 624255, 2012;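 active means mean inhibition above about 93%, with at least 55% of replicates each passing it, limit read from the data, passing the limit was not always enough; inconclusive means only one of those two conditions holds; inactive means neither condition holds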
* marks the source's active call; other numbers are inactive results; ? = inconclusive; · = no result given; & = joins results of further samples; ! = repeats disagree.

SMILES	GASC1 inh	C diff growth	Pf Dd2 growth	Tcruzi prolif
COc1cccc(C#Cc2ccc3c(c2)[C@@H]2[C@@H](CCN2C(C)=O)[C@@H](CO)N3)c1	0.3	-1	-7	78
CO[C@@H]1CN(C)C(=O)c2ccc(NS(=O)(=O)c3cccc(C)c3)cc2OC[C@@H](C)N(Cc2cc(F)ccc2F)C[C@H]1C	1.3	-3	-45	98*
CN(C)CC(=O)Nc1ccc2c(c1)[C@@H]1C[C@H](CC(=O)NCc3ccc4c(c3)OCO4)O[C@@H](CO)[C@@H]1O2	-1.5	0	2	28
C[C@H]1CN([C@@H](C)CO)C(=O)Cc2cc(NC(=O)Cn3cnnn3)ccc2O[C@@H]1CN(C)S(=O)(=O)c1ccccc1	1.5	-5	21	2
Cc1noc(C)c1S(=O)(=O)N(C)C[C@@H]1Oc2ccc(NS(=O)(=O)c3ccccc3)cc2C(=O)N([C@@H](C)CO)C[C@@H]1C	-0.8	5	14	-8
C[C@@H]1CCCCO[C@H](CN(C)C)[C@H](C)CN([C@H](C)CO)C(=O)c2cc(N(C)C)ccc2O1	-0.3	-3	-4	-23
C[C@@H]1CN([C@@H](C)CO)C(=O)Cc2cc(NS(=O)(=O)c3ccc(F)cc3)ccc2O[C@@H]1CN(C)Cc1ccc(C(=O)O)cc1	0.0	-5	-22	29
CCC(=O)N1C[C@H](O)COC[C@@H]2O[C@H](CC(=O)N3CCCCC3)CC[C@H]21	-0.5	-3&-7	21	-34
O=C(C[C@H]1C[C@H]2c3cc(NC(=O)NC4CCCCC4)ccc3O[C@H]2[C@@H](CO)O1)NCc1cccnc1	-4.7	2	27	-4
O=C(C[C@H]1CC[C@H](NC(=O)Nc2ccc3c(c2)OCO3)[C@H](CO)O1)NCCCN1CCOCC1	0.8	1	7	-61
CCCNC(=O)C[C@H]1CC[C@H]2[C@@H](COC[C@@H](O)CN2Cc2ccccc2F)O1	-3.7	0&-5	20	-45
O=C(C[C@H]1CC[C@@H]2[C@H](COC[C@@H](O)CN2S(=O)(=O)c2ccccc2)O1)Nc1ccc(-c2ccccc2)cc1	-0.3	·	-26	69
Cc1noc(C)c1NC(=O)N(C)C[C@@H]1OCCCC[C@@H](C)Oc2ccc(NC(=O)c3ccccc3)cc2C(=O)N([C@H](C)CO)C[C@@H]1C	1.2	·	-41	23
CCC(=O)N1CC(=O)N2[C@H](C1)[C@H](c1ccc(C#CCc3ccccc3)cc1)[C@@H]2CO	0.5	-10	1	·
CNC[C@H]1OCCCC[C@H](C)Oc2ccc(NC(=O)NC3CCCCC3)cc2C(=O)N([C@@H](C)CO)C[C@@H]1C	-0.3	-4	30	20
Cc1ccccc1-c1ccc(C2[C@@H]3CN(C(=O)C4CCCCC4)C[C@H]2N3)cc1 (some centres undefined)	40*!	29&57	-15&-50	·
C[C@@H]1CN([C@@H](C)CO)C(=O)c2cc(NS(C)(=O)=O)ccc2O[C@@H](C)CCCCO[C@@H]1CN(C)Cc1ccccc1	-2.2	-4	-95*	36
C[C@@H]1CN([C@@H](C)CO)C(=O)c2cccc(NS(=O)(=O)c3ccc(Cl)cc3)c2O[C@H]1CN(C)S(=O)(=O)c1cn(C)cn1	-1.1	1	14	38
C[C@H]1CCCCO[C@@H](CN(C)Cc2ccncc2)[C@@H](C)CN([C@@H](C)CO)C(=O)c2cc(N(C)C)ccc2O1	-0.3	-1	-37	28
Cc1noc(C)c1NC(=O)Nc1ccc2c(c1)C(=O)N([C@@H](C)CO)C[C@@H](C)[C@@H](CN(C)Cc1ccccc1)O2	0.0	0	30	63
C[C@@H]1CN([C@@H](C)CO)C(=O)c2cc(NC(=O)CCCN(C)C)ccc2O[C@H]1CN(C)Cc1ccc(Cl)c(Cl)c1	0.6	-4	-1	-12
CC(C)NC(=O)N(C)C[C@@H]1Oc2ccc(NC(=O)C3CC3)cc2C(=O)N([C@H](C)CO)C[C@H]1C	0.5	-1	23	21
CO[C@@H]1CN(C)C(=O)c2ccc(NC(=O)Nc3ccccc3Cl)cc2OC[C@@H](C)N(Cc2ccccc2C(=O)O)C[C@H]1C	2.2	·	-25	51
Cc1noc(C)c1NC(=O)Nc1ccc2c(c1)C(=O)N([C@@H](C)CO)C[C@H](C)[C@H](CN(C)Cc1ccc(-c3ccccc3)cc1)O2	1.4	-24	9	-3
O=C(Cc1ccncc1)N1C[C@@H]2N[C@H](C1)C2c1ccc(-c2cccc(F)c2)cc1 (some centres undefined)	0.8	10	-57	·

Quoted from the listing:
C diff growth with C[C@H]1CN([C@@H](C)CO)C(=O)Cc2cc(NC(=O)Cn3cnnn3)ccc2O[C@@H]1CN(C)S(=O)(=O)c1ccccc1 is entered as -5
C diff growth with O=C(C[C@H]1CC[C@H](NC(=O)Nc2ccc3c(c2)OCO3)[C@H](CO)O1)NCCCN1CCOCC1 is entered as 1
Pf Dd2 growth with CO[C@@H]1CN(C)C(=O)c2ccc(NC(=O)Nc3ccccc3Cl)cc2OC[C@@H](C)N(Cc2ccccc2C(=O)O)C[C@H]1C is entered as -25
GASC1 inh with Cc1noc(C)c1S(=O)(=O)N(C)C[C@@H]1Oc2ccc(NS(=O)(=O)c3ccccc3)cc2C(=O)N([C@@H](C)CO)C[C@@H]1C is entered as -0.8
Pf Dd2 growth with CCCNC(=O)C[C@H]1CC[C@H]2[C@@H](COC[C@@H](O)CN2Cc2ccccc2F)O1 is entered as 20

More entries.
SMILES	GASC1 inh	C diff growth	Pf Dd2 growth	Tcruzi prolif
COc1ccccc1C#Cc1cnc2c(c1)C(=O)N([C@H](C)CO)C[C@@H](C)[C@@H](CN(C)C(=O)CN(C)C)O2	0.7	1	-32	-8
C[C@@H]1CCCCO[C@H](CN(C)Cc2ccc3c(c2)OCO3)[C@H](C)CN([C@H](C)CO)C(=O)c2cc(NC(=O)CCC(F)(F)F)ccc2O1	1.2	4	-63	91
COCC(=O)N1CC[C@@H]2[C@H]1c1cc(C#Cc3ccc(OC)cc3)ccc1N[C@@H]2CO	-1.0	-20	-18	42
C[C@@H]1CN([C@@H](C)CO)C(=O)c2cc(NC(=O)Nc3ccc(F)cc3)ccc2O[C@@H]1CN(C)Cc1ccncc1	-0.5	2	5	4
COc1ccc(NC(=O)N(C)C[C@H]2Oc3cc(C#CCN(C)C)ccc3S(=O)(=O)N([C@H](C)CO)C[C@H]2C)cc1	1.6	2	4	52
O=C(NCC[C@@H]1CC[C@@H](NC(=O)C2CCC2)[C@@H](CO)O1)c1cnccn1	0.5	0	15	-76
COC(=O)C[C@H]1C=C[C@@H](NC(=O)Nc2ccc(C(F)(F)F)cc2)[C@@H](CO)O1	0.4	·	-2	-57
N#C[C@@H]1[C@@H](c2ccc(/C=C/c3ccccc3)cc2)[C@@H](CO)N1C(=O)C1CCCC1	-0.1	5	26	26
COc1ccc(S(=O)(=O)N(C)C[C@@H]2OCCCC[C@@H](C)Oc3ccc(NC(=O)Nc4ccc5c(c4)OCO5)cc3C(=O)N([C@H](C)CO)C[C@@H]2C)cc1	6.0	12	-84*	37
O=S(=O)(c1ccccc1F)N1CCCCN2[C@H](CO)[C@H](c3ccc(-c4cccnc4)cc3)[C@H]2C1	0.4	1	-3	?
C[C@H]1CN([C@@H](C)CO)C(=O)c2ccccc2-c2ccccc2CO[C@H]1CN(C)C(=O)c1cc(Cl)cc(Cl)c1	2.1	-7	-83*	·
O=C(C[C@H]1C[C@@H]2c3cc(NC(=O)NC4CCCC4)ccc3O[C@@H]2[C@@H](CO)O1)NCCN1CCCCC1	-0.8	-1	-6	5
CO[C@H]1CN(C)C(=O)c2cc(NC(=O)Nc3cccc(Cl)c3)ccc2OC[C@@H](C)NC[C@@H]1C	-0.8	·	-61	-32
CCCC#Cc1ccc([C@H]2[C@H]3CN(S(C)(=O)=O)CCCCN3[C@H]2CO)cc1	-1.0	-2	20	34
O=C(Cc1ccccn1)NCC[C@@H]1CC[C@@H](NS(=O)(=O)c2ccc(F)cc2)[C@@H](CO)O1	-0.2	4	-11	37
Cc1cc(C(=O)Nc2cccc3c2O[C@H](CN(C)Cc2ccncc2)[C@@H](C)CN([C@@H](C)CO)C3=O)n(C)n1	-1.0	2	-5	5
C[C@@H]1CCCCO[C@@H](CN(C)C(=O)Nc2ccccc2)[C@@H](C)CN([C@H](C)CO)C(=O)c2cc(NS(=O)(=O)c3ccccc3)ccc2O1	0.8	·	23	·
C[C@@H]1CN([C@H](C)CO)C(=O)c2cc(NS(=O)(=O)c3ccccc3)ccc2O[C@@H]1CN(C)C(=O)Nc1ccccc1	8.4	6	4	14
O=C(Nc1cccc(F)c1)N1C[C@@H]2[C@H](c3ccccc31)[C@@H](CO)N2C(=O)Cc1ccccn1	8.6	-5	-31	50
O=C(C[C@@H]1C=C[C@@H](NC(=O)C2CCC2)[C@@H](CO)O1)NCc1ccncc1	0.4	1	14	6
C[C@@H]1CN([C@@H](C)CO)C(=O)c2cc(-c3ccc(C(=O)N(C)C)cc3)cnc2O[C@H]1CN(C)Cc1ccc(C(=O)O)cc1	3.1	1	29	15
CN1C(=O)c2cc(NC(=O)Nc3ccccc3)ccc2OC[C@@H]2O[C@@H](CC(=O)NC3CCC3)CC[C@H]21	-1.8	10	-10	-12
C[C@@H]1CCCCO[C@H](CN(C)C(=O)Nc2cccc3ccccc23)[C@H](C)CN([C@@H](C)CO)C(=O)c2cc(NC(=O)CCCN(C)C)ccc2O1	14	7	1	20
CS(=O)(=O)N1C[C@@H]2N[C@H](C1)[C@@H]2c1ccc(-c2ccccc2)cc1	-2.0	11	-42	·
CC=Cc1ccc2n(c1=O)C[C@H]1[C@H](CO)[C@@H](C(=O)NCc3ccccc3)[C@@H]2N1C (mixture of isomers)	-1.7	-3	8	96*
New compounds follow.
SMILES	GASC1 inh	C diff growth	Pf Dd2 growth	Tcruzi prolif
C[C@H](CO)N1C[C@H](C)[C@@H](CN(C)C(=O)Nc2ccccc2)Oc2ccc(NC(=O)Nc3ccccc3)cc2C1=O	1.4	-2	-17	-31
COc1ccc2c3c(n(C)c2c1)[C@@H](CO)NCC31CCN(Cc2ccncc2)CC1	11	8	-69	·
COc1cccc(-c2cccc(-c3nc(C(=O)N(C)C)cc4c3[C@H](CCO)N([S@@](=O)C(C)(C)C)C4)c2)c1	-0.6	·	-11	-79
CCCC(=O)Nc1ccc2c(c1)OC[C@@H](C)N(Cc1cncnc1)C[C@@H](C)[C@@H](OC)CN(C)C2=O	3.8	·	17	49
COc1ccc(NC(=O)N(C)C[C@H]2OCCCC[C@@H](C)Oc3ccc(NC(=O)CCCN(C)C)cc3C(=O)N([C@@H](C)CO)C[C@H]2C)cc1	3.3	-1	7	-17
CC(C)CC#Cc1ccc2c(c1)O[C@H](CN(C)C(=O)c1cnccn1)[C@H](C)CN([C@H](C)CO)S2(=O)=O	0.6	2	-7	·
N#C[C@H]1[C@@H](c2ccc(-c3cccc(F)c3)cc2)[C@@H](CO)N1S(=O)(=O)c1cccc(F)c1	0.5	13	-67	89
O=C1CN(S(=O)(=O)c2ccccc2)C[C@H]2[C@H](c3ccc(C#Cc4ccccc4)cc3)[C@@H](CO)N12	-1.6	46	-24	·
CNC(=O)C[C@@H]1CC[C@@H]2[C@@H](COc3ccc(NC(=O)c4ccc(F)cc4)cc3C(=O)N2C)O1	-1.8	9	4	-4
C[C@H]1CN([C@@H](C)CO)C(=O)c2cc(NC(=O)C3CC3)ccc2O[C@@H]1CN(C)S(=O)(=O)c1cn(C)cn1	1.7	·	52	-2
C[C@@H]1CN([C@H](C)CO)C(=O)Cc2cc(NC(=O)c3ccncc3)ccc2O[C@@H]1CN(C)Cc1ccc2c(c1)OCO2	-2.1	·	-50	55
O=C(C[C@H]1CC[C@H]2[C@@H](COC[C@H](O)CN2Cc2cccc(-c3ccncc3)c2)O1)N1CCOCC1	0.1	4&3	-1	52
CC(C)C#Cc1cnc2c(c1)C(=O)N([C@H](C)CO)C[C@@H](C)[C@@H](CN(C)C(=O)c1ccccc1F)O2	·	5	3	78
COc1ccc(NC(=O)N(C)C[C@@H]2Oc3ccc(NC(=O)Nc4ccc(F)cc4)cc3C(=O)N([C@@H](C)CO)C[C@@H]2C)cc1	-0.2	-3	-20	-7
Cc1ccc(S(=O)(=O)Nc2ccc3c(c2)CC(=O)N([C@@H](C)CO)C[C@H](C)[C@H](CN(C)CC2CC2)O3)cc1	-0.1	-1	-42	68

3 entries already listed, ordered by molar mass, low to high.
SMILES	GASC1 inh	C diff growth	Pf Dd2 growth	Tcruzi prolif
CNC(=O)C[C@@H]1CC[C@@H]2[C@@H](COc3ccc(NC(=O)c4ccc(F)cc4)cc3C(=O)N2C)O1	-1.8	9	4	-4
COc1cccc(-c2cccc(-c3nc(C(=O)N(C)C)cc4c3[C@H](CCO)N([S@@](=O)C(C)(C)C)C4)c2)c1	-0.6	·	-11	-79
COc1ccc(NC(=O)N(C)C[C@H]2OCCCC[C@@H](C)Oc3ccc(NC(=O)CCCN(C)C)cc3C(=O)N([C@@H](C)CO)C[C@H]2C)cc1	3.3	-1	7	-17

The order is random. About 7.2% of those tested had a hit in this group.
